# Screening data: PubChem, several laboratories
# NALP1 inh = blocks the NALP1 inflammasome reconstituted in yeast; AID 2071; inhibition, % at 10 µM; 280,000 compounds, 0.61% hits; S. cerevisiae NALP1/ASC/caspase-1 growth, X-gal OD620, 72 h; in the data active = inhibition mostly above about 24%, no sharp cut-off; inactive = mostly below about 32%; also: some compounds called inactive have numbers as strong as hits
# SUMO HTRF inh = SUMOylation inhibition. P63279. HTRF SUMOylation assay, SAE1/SAE2 + UBC9, in vitro. inhibition, % at 35 µM. 290,000 compounds, 0.36% hits. AID 2006; in the data active = inhibition above about 50%, passing the limit was not always enough; also: strong numbers were not always called active
# Target sequence (P63279 whole entry, looked up): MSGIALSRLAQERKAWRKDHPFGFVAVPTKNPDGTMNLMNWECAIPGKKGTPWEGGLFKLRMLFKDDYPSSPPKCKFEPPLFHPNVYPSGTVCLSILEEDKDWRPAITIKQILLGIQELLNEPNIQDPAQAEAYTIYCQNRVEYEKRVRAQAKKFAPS
# IMP-1 inh = inhibitors of Pseudomonas aeruginosa IMP-1 metallo-beta-lactamase; purified IMP-1, nitrocefin hydrolysis, epi-absorbance fluorescence; inhibition, % at 5.6 µM; 290,000 compounds, 0.45% hits;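 active = inhibition above the mean plus 3 SD of all compounds in the same screening run, cut at about 4.5% in these data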;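 also: 0% = IMP-1 with DMSO and 100% = DMSO wells lacking enzyme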
#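 System – purified recombinant IMP-1 beta-lactamase · Input – IMP-1 dispensed at 0.2 nM · Timing – 15 min preincubation plus 25 min reaction at 25 °C · Signal – Epi-absorbance fluorescence, 480 nm excitation, 530 nm emission · Measure – percent IMP-1 inhibition derived from blank-referenced optical density · Controls – Enzyme-plus-DMSO low control, enzyme-free DMSO high control · Replication – singlicate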
# NS3 helicase inh = HCV NS3 helicase inhibition | 290,000 compounds, 0.56% hits | inhibition, % at 10.9 µM | AID 1800 | NS3 helicase DNA unwinding, Cy5 molecular beacon fluorescence;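 active = inhibition above the mean of all tested compounds plus 3 SD, set per campaign, cut at about 35% in these data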;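 also: 0% = DMSO wells and 100% = thioflavine S control wells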
#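 System: NS3 helicase fragment of HCV / Schedule: 1 h at 25 °C / Control set: DMSO alone as 0% and 110 µM thioflavine S as 100% / Reagent: Cy5/quencher beacon DNA duplex and ATP to start / Technique: Cy5 fluorescence / Replication: singlicate / Evaluation: % inhibition of end-to-start signal ratio versus controls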
# MEKK2 mut-MEK5 = signal of MEK5 binding to mutant human MEKK2 PB1 domain; 290,000 compounds, 0.35% hits; AID 1530; bead flow cytometry, Alexa488-MEK5 binding to MEKK2 mutant; percent response, % at 10 µM; in the data active = percent response above about 24%, passing the limit was not always enough; also: inactives centre near 1; some results filed as inactive read as strong as hits
# MEKK2 WT-MEK5 = raises or lowers MEK5 binding to wildtype human MEKK2 PB1 domain; binding response (% of control), % at 10 µM; 290,000 compounds, 1.1% hits; Q9Y2U5; bead flow cytometry, Alexa488-MEK5 binding to MEKK2 WT; actives lie on both sides; AID 1531; in the data active = binding response below about 67% or above about 130%
# VIM-2 inh = inhibitors of Pseudomonas aeruginosa VIM-2 metallo-beta-lactamase | 290,000 compounds, 0.89% hits | AID 1527 | purified VIM-2, nitrocefin hydrolysis, epi-absorbance fluorescence | inhibition, % at 5.6 µM;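 active = inhibition above the mean of all tested compounds plus 3 SD, cutoff set per screening run, cut at about 7.5% in these data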;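 also: red hydrolysis product quenches plate fluorescence so inhibitors raise well fluorescence; 0% = enzyme with DMSO and 100% = DMSO without enzyme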
# DNA FID counter = counter-screen for HCV NS3 helicase inhibitors: DNA intercalator displacement; DNA fluorescent intercalator displacement, fluorescence; inhibition, % at 7.9 µM; 290,000 compounds, 0.17% hits; AID 1845; in the data active = inhibition above about 37%;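 also: 0% = vehicle and 100% = reference compound; higher means more ethidium bromide displaced from hairpin DNA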
# M18AAP inhibitor = PfM18AAP enzyme inhibition; recombinant PfM18AAP, H-Glu-NHMec fluorogenic cleavage; inhibition, % at 7.35 µM; 290,000 compounds, 1.2% hits;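 active = inhibition above the campaign mean inhibition over all tested compounds plus 3 SD, cut at about 28% in these data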;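 also: 0% = plate median of test compound wells and 100% = 2 mM ZnCl2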
# Numbers without * were called inactive; . = not tested or not shown; [ ] = another dose, or the depositor's remark.
# The opening 4 records (preview)
# Screens in order: NALP1 inh, SUMO HTRF inh, IMP-1 inh, NS3 helicase inh, MEKK2 mut-MEK5, MEKK2 WT-MEK5, VIM-2 inh, DNA FID counter, M18AAP inhibitor
- NC(=O)c1nsc(C(=O)N(c2ccc3c(c2)OCCO3)C(C(=O)NCC2CCCO2)c2ccc(F)cc2)c1N (stereo not drawn)
  3, -8, -4.2, 6, 7, 103, -4.1, -37, 3
- CC(=O)N1CCC(C(=O)N2CCN(S(=O)(=O)c3ccc(Cl)s3)CC2)CC1
  16, 20, -2.9, 9, 6, 106, -2.5, -8, 5
- Cc1c(C(=O)N(C)C)sc2nc(-c3ccccn3)[nH]c(=O)c12
  -8, -36, -3.9, 2, 2, 98, -2.2, -16, 2
- CC(=O)NS(=O)(=O)c1ccc(NC(=O)/C=C/c2ccc(C)o2)cc1
  0, 13, -2.7, -9, -4, 103, -4.6, -5, -16

# All compounds of this part, from the start:
# Screens in order: NALP1 inh, SUMO HTRF inh, IMP-1 inh, NS3 helicase inh, MEKK2 mut-MEK5, MEKK2 WT-MEK5, VIM-2 inh, DNA FID counter, M18AAP inhibitor
- NC(=O)c1nsc(C(=O)N(c2ccc3c(c2)OCCO3)C(C(=O)NCC2CCCO2)c2ccc(F)cc2)c1N (stereo not drawn)
  3, -8, -4.2, 6, 7, 103, -4.1, -37, 3
- CC(=O)N1CCC(C(=O)N2CCN(S(=O)(=O)c3ccc(Cl)s3)CC2)CC1
  16, 20, -2.9, 9, 6, 106, -2.5, -8, 5
- Cc1c(C(=O)N(C)C)sc2nc(-c3ccccn3)[nH]c(=O)c12
  -8, -36, -3.9, 2, 2, 98, -2.2, -16, 2
- CC(=O)NS(=O)(=O)c1ccc(NC(=O)/C=C/c2ccc(C)o2)cc1
  0, 13, -2.7, -9, -4, 103, -4.6, -5, -16
- O=C(c1ccc(S(=O)(=O)Nc2cccc(C(F)(F)F)c2)cc1)N1CCC1
  6, -4, -2.7, -6, 6, 113, -3.0, -25, 1
- CC(=O)NC(=S)Nc1ccccc1F
  22, 8, -0.2, -5, -6, 94, 0.0, 2, -3
- O=C(CCc1nc(-c2ccccc2Cl)no1)NC1CCCCC1
  9, -13, -1.9, 3, -6, 95, -1.3, -16, -2
- COc1cccc(Cn2c(=O)c3ccccc3n3nc(C)cc23)c1
  3, -1, 0.6, 18, -7, 87, 9.1*, -10, -10
- CC1CC(C)CN(c2ccc(C(=O)OCC(=O)NC3CCCc4ccccc43)cc2[N+](=O)[O-])C1 (stereo not drawn)
  9, 16, -0.5, 9, 4, 105, 1.6, -3, -4
- O=C(COc1ccc(CO)cc1)Nc1ccc(F)cc1
  22, 5, -0.9, -1, 12, 118, -2.4, 3, -1
- O=c1cc(-c2ccccc2)nc2cc(-c3ccc(Br)cc3)[nH]n12
  25, 11, 0.2, 7, 0, 97, -1.6, -8, -19
- COc1ccc(CNC(=O)c2sccc2-c2ccccc2)cc1OC
  -1, 3, -1.8, 8, 11, 103, -2.5, -26, 4
- COc1ccc(C2C(=O)N(CCc3ccccc3)CC(=O)N2C2CCCCC2)cc1 (stereo not drawn)
  -6, -13, 0.2, 4, 6, 102, -2.4, -14, -5
- CCc1cccc(NC(=O)C2CCN(S(=O)(=O)c3ccc4c(c3)NC(=O)CO4)CC2)c1
  8, -1, -3.4, 2, -2, 99, -2.4, -26, 12
- Cc1cc(C(=O)CSc2nnnn2C)c(C)n1-c1cccc(F)c1
  12, 14, -4.2, 5, -1, 96, -3.1, -13, 2
- CN(C)S(=O)(=O)c1cccc(NC(=O)COC(=O)CCc2nc3ccccc3s2)c1
  5, 0, -1.6, -1, 7, 101, -2.9, -13, -10
- Cc1ccccc1C(=O)NNc1ccc(-c2csnn2)cc1
  1, 12, -0.4, 0, -7, 100, -0.8, -3, 30*
- O=C1c2ccc(Br)cc2C(=O)N1c1ccc(Cl)cn1
  10, 3, -6.4, -2, 3, 96, -1.6, -1, 0
- O=C(O)CCCCCN1C(=O)c2ccc(C(=O)O)cc2C1=O
  16, 6, -1.5, 1, 1, 99, -2.6, 1, 2
- O=C(O)CC(NC(=O)CCC1CCCCC1)c1cc([N+](=O)[O-])ccc1Cl (stereo not drawn)
  11, -16, -1.8, 4, 1, 101, -0.8, -19, -7
- CC1(c2ccc(Cl)cc2)NC(=O)N(CN2CCOCC2)C1=O (stereo not drawn)
  10, 0, -4.6, -10, 5, 103, -3.4, -3, 1
- O=C(c1cn(-c2ccccc2)nc1-c1cccs1)N1CCOCC1
  -5, -3, -2.2, -5, 1, 100, 0.1, -15, -1
- Cc1ccc(-c2cc(C(=O)NCCCN3CCOCC3)no2)cc1
  23, 18, -7.5, -6, 0, 102, -2.8, 12, -3
- Cc1ccccc1NC(=O)NCC1CCN(C(=O)OC(C)(C)C)CC1
  15, -9, 1.6, 0, 6, 98, -3.6, -33, 1
- CC(C)(C)C(=O)Nc1c2c(nn1-c1ccccc1)CSC2
  26, 11, -1.9, 2, -1, 95, 0.5, -12, 0
- Cc1ccc(-n2nnc3c(=O)n(Cc4cc(C)ccc4C)cnc32)cc1
  4, 0, 0.6, -1, 5, 110, 0.8, -3, 1
- CCN(c1ccccc1)S(=O)(=O)c1ccc(C(=O)Nc2nccs2)cc1
  2, -9, -2.7, 0, 5, 99, -5.9, -9, -5
- COc1cccc(CN2CC(C(=O)NCc3ccc(Cl)s3)CCC2=O)c1 (stereo not drawn)
  0, 12, -4.1, 0, 3, 97, -2.8, -33, -8
- Cc1cc(C)c(OCCCCN2CCNCC2)c(C)c1
  7, -19, -3.2, -6, 9, 104, -1.1, 13, 5
- Cc1cccc(N2CCN(C(=O)CN3CCOc4ccccc43)CC2C)c1 (stereo not drawn)
  5, 2, -4.1, 4, 1, 106, -4.0, -20, 2
- Cc1cc(NC(=O)c2ccc(C)s2)n(-c2ccccc2)n1
  10, 2, -3.2, 3, -3, 87, -3.6, -4, 4
- O=C(CSc1ncn[nH]1)NC12CC3CC(CC(C3)C1)C2
  55, -9, -5.6, 12, 5, 100, -0.6, -5, 3
- CC(C)CNS(=O)(=O)c1ccc(OCC(=O)Nc2ccc3c(c2)OCCO3)cc1
  18, -19, -1.0, -13, 0, 101, -1.1, -24, -6
- C=CCn1c(SCc2cccc(C#N)c2)nnc1-c1ccccc1O
  21, -4, -7.2, 11, 1, 102, -6.3, -23, 1
- CCC(=O)Nc1cccc(C(=O)/C=C/c2cc(Br)ccc2OC)c1
  6, 26, -6.2, 3, 1, 105, -0.9, -7, -15
- O=C(CNC(=O)c1ccccc1F)N/N=C\C=C\c1ccccc1
  6, 10, -0.2, 0, 4, 105, -0.7, -22, -7
- COc1cc(/C=N/n2c(C3CCCCC3)n[nH]c2=S)cc(OC)c1O
  -6, -32, -2.9, -5, -1, 96, -5.2, -32, 24
- O=C(NCc1cccc(Cl)c1)c1cccc(C(F)(F)F)c1
  20, 9, -0.6, -4, 1, 94, 0.1, -3, -1
- O=C(CNC(=O)c1ccccc1F)c1ccccc1
  10, 4, -2.3, 5, 6, 102, -1.3, -11, 2
- CN1C2CCC1CC(NS(=O)(=O)c1cc(Cl)c(Cl)cc1Cl)C2 (stereo not drawn)
  18, 13, 0.5, -5, -2, 100, 1.0, 5, -5

# Fetched by compound from above (4):
# Screens in order: NALP1 inh, SUMO HTRF inh, IMP-1 inh, NS3 helicase inh, MEKK2 mut-MEK5, MEKK2 WT-MEK5, VIM-2 inh, DNA FID counter, M18AAP inhibitor
- CCc1cccc(NC(=O)C2CCN(S(=O)(=O)c3ccc4c(c3)NC(=O)CO4)CC2)c1
  8, -1, -3.4, 2, -2, 99, -2.4, -26, 12
- Cc1ccc(-c2cc(C(=O)NCCCN3CCOCC3)no2)cc1
  23, 18, -7.5, -6, 0, 102, -2.8, 12, -3
- Cc1ccccc1NC(=O)NCC1CCN(C(=O)OC(C)(C)C)CC1
  15, -9, 1.6, 0, 6, 98, -3.6, -33, 1
- COc1cccc(CN2CC(C(=O)NCc3ccc(Cl)s3)CCC2=O)c1 (stereo not drawn)
  0, 12, -4.1, 0, 3, 97, -2.8, -33, -8

# (more compounds)
# Screens in order: NALP1 inh, SUMO HTRF inh, IMP-1 inh, NS3 helicase inh, MEKK2 mut-MEK5, MEKK2 WT-MEK5, VIM-2 inh, DNA FID counter, M18AAP inhibitor
- O=[N+]([O-])c1ncccc1OCc1ccc(Br)cc1F
  34, -6, -1.1, 1, -5, 95, -2.3, 1, -2
- CCn1c(N2CCN(C(=O)Nc3ccc(F)cc3)CC2)nc2ccccc21
  10, 13, -2.1, -6, -3, 99, -0.6, -14, 0
- COc1ccc(CCn2c(NN=C3CCCC3)nc3c2c(=O)[nH]c(=O)n3C)cc1
  ., -5, 0.2, -1, -12, 39*[inhibitor], -0.9, -6, 11
- CCOc1cc(S(=O)(=O)NCCCN2CCOCC2)c(C)cc1C
  -5, 0, -2.6, 3, 1, 100, -0.4, 2, 2
- O=C(c1ccc(O)cc1)c1ccc(C(=O)O)c(C(=O)O)c1
  -6, 22, -1.3, -4, -4, 90, -2.2, 6, 10
- O=C(CN1CCC(O)CC1)N1c2ccccc2C=Cc2ccccc21
  16, 33, 0.9, -3, -4, 103, 0.0, 1, -3
- CC(C)(C)n1cnc2cc(NC(=O)c3cccs3)ccc21
  11, 6, -2.9, 0, -1, 97, -4.1, 0, 4
- CCOCCCNc1nc2c(c(=O)n(C)c(=O)n2C)n1CCCc1ccccc1
  16, 19, -0.5, 4, -5, 98, -1.8, -17, 2
- O=[N+]([O-])c1cccc(/C=N/Nc2nc(N3CCCCC3)nc(N3CCCCC3)n2)c1
  -1, -10, -2.0, -2, -8, 98, -3.0, -6, -6
- O=C(c1ccccc1)N(NC(=O)C(O)(c1ccccc1)c1ccccc1)c1cccc(F)c1
  16, -12, -3.1, -19, 9, 99, -0.6, -13, -7
- CCCn1c(=O)[nH]c(=O)c2c(C(F)(F)F)cc(-c3ccc(C)cc3)nc21
  8, -6, -1.6, -11, ., ., -2.2, 1, 3
- NS(=O)(=O)c1ccc(-n2ncc3c(=O)[nH]c(SCC(=O)Nc4nccs4)nc32)cc1
  15, 5, -1.3, -12, 9, 93, -0.5, -5, 1
- NNC(=O)c1sc2cc(C(F)(F)F)cnc2c1-c1cccs1
  -6, 25, -3.3, 2, 6, 99, -3.8, -6, 2
- CN(C)CCn1c(=O)n(Cc2ccco2)c(=O)c2c3c(sc21)CCCCC3
  11, -11, -0.8, -24, 5, 113, -2.1, 8, -3
- CCOC(=O)C(C)Sc1nnc(-c2c[nH]c3ccccc23)n1C (stereo not drawn)
  -1, -2, 2.3, 8, 8, 110, -1.8, -20, 0
- O=C(c1ccc2c(c1)OCO2)N(c1ccc(Br)cc1)C1C=CS(=O)(=O)C1 (stereo not drawn)
  6, 10, -3.8, -10, 6, 105, -1.8, -25, -1
